HSP90 inh – HSP90 inhibitors, primary screen, cell lysate, luminescence; Heat shock protein HSP 90 (rabbit reticulocyte lysate; luciferase refolding); Rabbit reticulocyte lysate, luciferase refolding luminescence, 3 h; inhibition, % at 5.6 µM; hit rate 0.91% among 290,000;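 active = inhibition above the screen-wide mean plus 3 SD, computed separately per campaign, cut at about 16% in these data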;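 note: 0% = DMSO wells and 100% = 60 µM geldanamycin wells; inhibitors lower the luminescence because luciferase stays unfolded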
Platelet DG rel – inhibitors of platelet dense granule secretion, primary screen, cell-based, MLPCN, human platelets; human platelet-rich plasma, SFLLRN dense granule ATP release, luminescence; inhibition, %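 (compounds screened at 7.5 µM in platelet-rich plasma)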; hit rate 0.22% among 300,000;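 active = mean replicate score, as percent of positive control, at or above 50; inconclusive = mean below 50 but at least one replicate at or above 50; inactive = mean and every replicate below 50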
HSF1 activator – HSF-1 activators, primary screen, NIH3T3-HGL cells, MG132 stress, luminescence, single point | NIH3T3-HGL HSF-1 luciferase reporter, 8 h; 100% = twice DMSO control signal | activation, % at 9 µM | hit rate 1.7% among 300,000;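 active = mean replicate activation of at least 50% with a set share of replicates each reaching 50%; inconclusive = only one of those two conditions met; inactive = mean below 50% and too few replicates reaching it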;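 note: 0% = median of the neutral control wells and 100% = twice that signal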
Dyrk1A ADPGlo – rat Dyrk1A kinase inhibitors, primary screen, biochemical, single point, plate reader; ADP-Glo luminescence, NFATc1 peptide; hit rate 0.43% among 310,000; Dual specificity tyrosine-phosphorylation-regulated kinase 1A (Rattus norvegicus), Q63470; inhibition, % at 12.5 µM; in the data active = inhibition above about 50%;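 note: plate controls were vehicle with enzyme for no effect and no enzyme for full effect; many of its hits are not listed in these tables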
KLF5 inhibitor – KLF5 expression inhibitors, primary screen, DLD-1 cells, luminescence. DLD-1 KLF5 promoter-luciferase reporter. inhibition, % at 5 µM. hit rate 0.23% among 290,000;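 active = inhibition above a per-plate limit of that plate's mean compound inhibition plus 3 SD, cut at about 60% in these data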;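 note: 0% = DMSO wells and 100% = LY294002 at 200 µM; higher means less KLF5 promoter-driven luciferase light; inactives centre near -14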
IEC-6 tox – cytotoxicity in IEC-6 intestinal epithelial cells, primary screen, cytotoxicity control for KLF5 inhibitor project, cell-based, luminescence | IEC-6 cytotoxicity, luminescence viability | inhibition, % at 5 µM | hit rate 0.78% among 290,000; in the data active = inhibition above about 22%;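 note: 0% = plate median of test compound wells and 100% = cytotoxic reference compound wells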
GSK3 alpha inh – blockers of GSK3A enzyme activity – biochemical, luminescence, cell-free homogeneous, HTS, primary screen | GSK-3 alpha kinase, ADP-Glo luminescence, 60 min | inhibition, % at 10 µM | hit rate 0.1% among 320,000 | AID 2650, 2010;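 in the data active = inhibition above about 50%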;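 note: GST-tagged GSK-3 alpha with peptide substrate and 25 µM ATP; 0% = DMSO neutral wells and 100% = GW8510 positive control wells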
Target sequence (P49840 whole entry, looked up): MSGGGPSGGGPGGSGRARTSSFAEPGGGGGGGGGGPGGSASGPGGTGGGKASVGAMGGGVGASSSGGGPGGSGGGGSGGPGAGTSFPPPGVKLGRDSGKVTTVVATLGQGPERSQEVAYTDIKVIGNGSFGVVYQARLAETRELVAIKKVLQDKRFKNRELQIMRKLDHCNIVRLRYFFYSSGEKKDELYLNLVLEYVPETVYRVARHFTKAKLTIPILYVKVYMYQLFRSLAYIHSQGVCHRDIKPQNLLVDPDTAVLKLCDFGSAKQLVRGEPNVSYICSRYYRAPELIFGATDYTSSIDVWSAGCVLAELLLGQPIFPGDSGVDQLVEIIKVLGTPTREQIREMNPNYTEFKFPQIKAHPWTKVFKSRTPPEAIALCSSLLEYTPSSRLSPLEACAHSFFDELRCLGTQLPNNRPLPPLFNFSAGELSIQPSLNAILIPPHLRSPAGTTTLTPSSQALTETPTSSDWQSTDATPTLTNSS
aSyn UTR inh – MLPCN primary screen, SNCA 5' untranslated region | AID 1813, 2009 | inhibition, % (tested at 7.5 µM) | hit rate 0.82% among 300,000 | alpha-synuclein 5'UTR reporter, inhibitor activity; in the data active = inhibition above about 60%; inconclusive = no clear call, values can overlap the other calls;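 note: H4 neuroglioblastoma cells stably carrying SNCA 5'UTR luciferase fusion; 0% = DMSO wells and 100% = positive control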
GSK3beta inhib – human GSK3beta kinase inhibitors, primary screen, biochemical, cell-free homogeneous, HTS; hit rate 0.038% among 300,000; GST-GSK3beta kinase, ADP-Glo luminescence, 60 min; active compounds read low; activity score (negative = inhibition), % at 10 µM;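 active = more than half of replicate wells score below -50%, meaning over 50% inhibition versus plate controls; inconclusive = some replicates but at most half score below -50%; inactive = no replicate scores below -50%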;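 note: 0% = median DMSO wells and -100% = median GW8510 positive control wells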
Target sequence (P49841 whole entry, looked up): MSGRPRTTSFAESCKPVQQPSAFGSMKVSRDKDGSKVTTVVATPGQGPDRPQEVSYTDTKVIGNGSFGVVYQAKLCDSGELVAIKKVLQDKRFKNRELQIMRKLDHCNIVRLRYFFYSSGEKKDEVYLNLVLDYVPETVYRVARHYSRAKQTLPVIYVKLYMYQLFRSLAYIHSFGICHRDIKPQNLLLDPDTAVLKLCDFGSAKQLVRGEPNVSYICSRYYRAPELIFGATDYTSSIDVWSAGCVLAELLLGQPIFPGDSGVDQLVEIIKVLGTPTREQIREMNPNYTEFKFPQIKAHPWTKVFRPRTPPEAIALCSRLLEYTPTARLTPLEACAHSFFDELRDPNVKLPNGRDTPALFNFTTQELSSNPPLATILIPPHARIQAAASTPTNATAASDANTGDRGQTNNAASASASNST
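Test system: GST-tagged human GSK3beta kinase, cell-free; evaluation: activity score scaled between in-plate DMSO and GW8510 controls; measured by: ADP-Glo luminescence; incubation: 60 min reaction, RT; benchmarks: DMSO and 20 µM GW8510; reagent: peptide substrate plus 25 µM ATP (final); medium: Tris/MgCl2 kinase buffer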
HSF1 inhib – HSF1 inhibitors in luciferase reporter cells, primary screen, cell-based, NIH3T3, luminescence | NIH3T3-HGL HSE-luciferase, MG132-induced, luminescence 8 h; active compounds read low | activity change, negative = inhibition, % at 7.5 µM (by protocol) | hit rate 0.77% among 300,000 | AID 2098, 2009;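 active = more than half of replicate wells show activity change below -50%, luminescence cut by over half; inconclusive = some wells, but at most half, below -50%; inactive = no replicate well below -50%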;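 note: luciferase reports HSF-1 transcriptional activity via heat shock element; 0% = median of DMSO wells and -100% = zero luminescence signal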
Starred values were filed as active, the others as inactive; u = inconclusive; x = no result given. Only part of the results is shown. The share of hits here may be higher or lower than overall.

mol,HSP90 inh,Platelet DG rel,HSF1 activator,Dyrk1A ADPGlo,KLF5 inhibitor,IEC-6 tox,GSK3 alpha inh,aSyn UTR inh,GSK3beta inhib,HSF1 inhib
C/C=C(\C)C(=O)N1CC2(CC(c3cccc(NC(=O)CC(c4ccccc4)c4ccccc4)c3)=NO2)C[C@H]1C(N)=O (stereo partly drawn),x,-10,-4,x,x,x,x,19,-4,4
Cc1cc(=O)[nH]c(SCC(=O)NN(c2ccccc2)c2ccccc2)n1,-3,-1,7,-7,-19,1,-2,-18,1,0
Cc1nonc1NC(=O)CSc1nnc(-c2ccoc2C)n1-c1cccc(Cl)c1,1,4,9,-5,2,-2,-1,-11,0,2
Nc1cc(C2CCCC2)nn1-c1ccccc1,1,43,5,3,-62,-2,-1,-128,1,-4
CCCNC(=O)c1onc(CSc2ccc(Cl)cc2)c1C(=O)NCCC(C)C,x,2,28,17,x,x,-1,11,3,4
CCN(CC)S(=O)(=O)c1ccc(NS(=O)(=O)c2ccc(OC)c([N+](=O)[O-])c2)cc1,-5,-1,-10,-3,5,1,0,10,-1,3
CN(C)S(=O)(=O)N1CCC(Oc2cccc(C(=O)NCCC3=CCCCC3)c2)CC1,-1,-9,16,-7,-28,1,-1,-4,0,9
O=C(c1ccccc1Cl)N1CCN(c2ccccn2)CC1,-2,1,26,0,0,-7,1,7,1,-3
CCCOc1ccc(/C=C/C(=O)Nc2ccc([N+](=O)[O-])cc2C)cc1,0,6,7,4,-4,-2,-1,1,0,4
CC1(OC(=O)c2ccc(Cl)nc2)C(=O)C=C2C=C(C3CC3)OC=C2C1=O (stereo not drawn),x,7,38,x,x,x,x,-8,-1,54
Clc1ccc(-c2c[n+]3c(n2-c2ccccc2)SCC3)cc1,5,3,-2,-5,-10,5,-2,-3,-1,-3
O=C(O)COCc1nc2ccccc2s1,4,9,-9,-3,-10,2,0,0,0,0
O=C(CCS(=O)(=O)c1ccc(Br)cc1)Nc1ccccn1,0,8,0,-1,-9,2,-1,-10,-12,-8
CC(C)C[C@H](NC(=O)c1nc[nH]c1C(=O)N[C@@H](CC(C)C)C(=O)OC(C)(C)C)C(=O)OC(C)(C)C,x,-5,-4,2,x,x,-2,54,1,2
CCN(CC)C(=O)c1ccc(-c2nnc(Nc3ccc(O)cc3)c3ccccc23)cc1,2,21,-1,5,5,-4,0,9,1,-7
CC(C)CC(N)c1cn([C@@H](CCC(=O)O)C(=O)N2CCNCC2)nn1 (stereo partly drawn),6,-5,-24,-1,-20,-6,-2,4,-3,3
O=c1oc(/C=C/c2ccccc2)nc2sc3c(c12)CCC3,-2,9,3,-3,-15,-2,-8,-212,-1,-1
CCOC(=O)c1nnn(-c2nonc2N)c1CN(C)Cc1ccccc1,3,-57,-6,2,7,8,24,-25,1,0
Cn1c(=O)c2c(nc(SCC(=O)NC3CCCC3)n2C)n(C)c1=O,4,-53,8,2,4,5,3,0,1,-5
CCOC(=O)c1c(C)n(C)c2cc(Br)c(C(=O)OC)cc12,5,-6,35,-6,-5,-2,-2,20,1,6
CCn1cc(C(=O)NCCN(C)C)c(=O)c2cc(F)c(N3CCN(C)CC3)cc21,0,-5,28,10,-25,1,-3,6,-3,3
CCC[C@H]1COCCS(=O)(=O)N1Cc1ccccc1,-3,5,4,45,-45,-3,2,7,-3,-9
CCCc1nc(NCC2CCCO2)c2nnn(Cc3ccccc3)c2n1 (stereo not drawn),4,0,x,5,-24,-5,0,9,-1,x
O=c1c(Cc2ccc(F)cc2)c(O)ccn1C1CC1,2,-5,-1,-4,10,-5,-5,10,8,-1
Cn1c(Cn2c(=O)sc3ccccc32)nnc1SCC(=O)NCc1ccc(F)cc1,0,x,x,-10,1,-2,x,x,x,x
COc1cccc(-c2nc(CS(=O)(=O)CC(=O)NCCCN3CCN(C)CC3)c(C)o2)c1,2,-3,-24,-3,-1,2,-1,4,-11,12
COC(=O)c1cccc(NC(=O)c2ccc3c(c2)C(=O)N(C(C)(C)C)C3=O)c1,-1,1,7,x,-21,-6,-2,-18,-1,4
Cc1ccccc1NC(=O)CCS(=O)(=O)c1ccc(Br)s1,3,4,13,-6,-3,6,-2,-1,0,-5
Cc1nc(=O)c(-c2ccccc2)c(C)n1-c1ccc(O)cc1,8,19,-20,-1,0,3,4,26,-4,-4
COc1ccccc1N1CCN(C(=O)c2ccc3nc(-c4ccco4)c(-c4ccco4)nc3c2)CC1,8,-1,8,3,9,-9,3,16,-1,-2
COc1ccc(C(=O)NCc2nnc(SCC(=O)Nc3cc(Cl)ccc3OC)o2)cc1,1,-11,20,-3,4,-6,-1,6,-2,3
Nn1c(SCc2cn3ccccc3n2)nnc1-c1ccncc1,1,-3,23,x,1,-2,2,-7,-2,12
CCOC(=O)c1cc2occc2n1CC(=O)NCCOC,-4,-2,-5,-3,-1,3,0,-3,4,5
Cc1ccc(NC(=S)Nc2ccc(F)cc2)c(C)c1,-3,2,15,x,15,-2,2,-10,-3,2
O=C(/C=C/C=C/c1ccccc1)c1ccco1,0,4,u,3,-31,3,-3,-53,3,41
COc1ccc(-c2cc(C3CCN(c4ncccc4[N+](=O)[O-])CC3)[nH]n2)cc1,8,u,-13,-4,-13,14,-2,31,-4,-12
CCOc1cccc(N2CCN(CCNC(=O)Nc3ccc(C)cc3)CC2)c1C,-3,-2,13,x,-16,1,-1,8,-1,0
Cc1cc(NC(=O)CCC(=O)N(c2ccc(C)c(F)c2)C(C(=O)NC2CCCC2)c2ccco2)no1 (stereo not drawn),1,3,13,-1,-16,-3,-1,-7,-2,-1
COc1ccc2nc(NC(=O)C3CCN(C(=O)c4ccc(F)cc4)CC3)sc2c1,-5,4,12,x,-20,-4,5,0,-14,2
O=C(CCS(=O)(=O)c1cccc2nonc12)NC1CCCCCC1,-1,5,9,0,-17,2,-2,-1,4,-1
S=c1[nH]nc(Nc2cccc(Cl)c2)s1,2,-2,2,4,-7,-4,2,-40,-2,-2
O=C(CCN1C(=O)COc2ccccc21)NCc1cccs1,-2,-5,2,-5,-13,0,1,-18,-3,9
Cc1ccc(NC(=O)c2cccs2)cc1S(=O)(=O)N(C)C,-3,-3,-12,-2,-46,3,-1,-31,3,6
Fc1ccccc1N1CCN(c2cnc3ccccc3n2)CC1,7,-4,62*,13,-164,-4,0,-70,0,36
CCn1c(=O)cc(OCC(=O)NCCCN2CCCC2=O)c2ccccc21,2,4,-5,-2,-32,4,-1,-11,-1,-4
CCOc1cc(C=O)cc(Br)c1OCC(=O)NCCc1ccccc1,2,-2,13,2,-20,4,-1,1,2,11
COc1cc(C(=O)Nc2nnc(C)s2)cc(OC)c1OC,3,9,2,-1,-16,4,-1,-25,5,3
O=C1C(c2ccccc2)C(c2ccccc2)NC(c2ccccc2)C1c1ccccc1 (stereo not drawn),4,10,15,-3,7,1,-9,37,0,11
Cc1cccc(NC(=O)C(C)Oc2ccccc2C)n1 (stereo not drawn),1,5,7,-7,11,2,-3,3,0,0
COc1cc(-c2nc3ccc4ccccc4c3c3c2CCC3)cc(OC)c1O,-4,-2,16,1,-6,3,-1,32,0,-2
CN(CC(=O)Nc1ccccc1Br)C(=O)c1cc([N+](=O)[O-])ccc1N1CCOCC1,x,6,8,0,x,x,-1,2,0,8
Cc1ccc(OCC(=O)NNC(=O)[C@@H]2CCCC[C@@H]2C(=O)O)c(Br)c1,-5,x,x,-1,-44,-1,x,x,-4,x
O=c1[nH]c(C2C3CC4CC(C3)CC2C4)nc2ccccc12 (stereo not drawn),-4,-11,9,-5,18,-14,-1,2,-2,5
CCC1CCCCN1CCCNC(=O)c1cc2c(=O)[nH]c3ccccc3c2n1C (stereo not drawn),1,2,2,x,0,5,0,-7,-1,-4
CC(NC(=O)c1ccccc1F)C1CC1 (stereo not drawn),-4,15,-9,3,-13,-8,-2,-18,6,-1
COCCCN(C(=O)CCOc1ccccc1C)c1c(N)n(Cc2ccccc2)c(=O)[nH]c1=O,x,-2,1,3,x,x,-1,9,2,-2

Structural class: the entries above containing a nitro group on carbon (4)
mol,HSP90 inh,Platelet DG rel,HSF1 activator,Dyrk1A ADPGlo,KLF5 inhibitor,IEC-6 tox,GSK3 alpha inh,aSyn UTR inh,GSK3beta inhib,HSF1 inhib
CCN(CC)S(=O)(=O)c1ccc(NS(=O)(=O)c2ccc(OC)c([N+](=O)[O-])c2)cc1,-5,-1,-10,-3,5,1,0,10,-1,3
CCCOc1ccc(/C=C/C(=O)Nc2ccc([N+](=O)[O-])cc2C)cc1,0,6,7,4,-4,-2,-1,1,0,4
COc1ccc(-c2cc(C3CCN(c4ncccc4[N+](=O)[O-])CC3)[nH]n2)cc1,8,u,-13,-4,-13,14,-2,31,-4,-12
CN(CC(=O)Nc1ccccc1Br)C(=O)c1cc([N+](=O)[O-])ccc1N1CCOCC1,x,6,8,0,x,x,-1,2,0,8
